a7 integrin act = integrin-mediated muscular dystrophy alleviation activation. alpha7betagal myoblasts, beta-gal FDG fluorescence, 48 h. Potency, µM (series often up to 38.3 µM), without a hit: top-dose activation, actives largely listed as activators. 350,000 tested, 0.064% active. AID 624291;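 further: potency means the concentration at half of the fitted maximal effect; 100% = response of the positive control SU9516; nearly all actives have a fitted effect of over 60% in size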
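alpha7betagal+/- myoblasts (passage 13, 250/well) treated 48 h at 37C with compounds at 1:260 dilution of DMSO stock. Lysed, then beta-galactosidase activity read as FDG fluorescence (ex 480/em 540) after 30 min, with pre-read for autofluorescence.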
TSHR antag = human thyrotropin receptor antagonism. AID 504810. 330,000 tested, 0.2% active. TSHR-expressing cells, TSH-stimulated cAMP HTRF, 2 h; hits give low values. P16473. activity change, negative = inhibition, % at 11.5 µM;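 active means activity change below a set negative limit, meaning inhibition stronger than a set level, cut at about -70% in these data; inconclusive means activity change between two set negative limits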; further: on the % scale 0 is the no-effect control and ±100 the full control effect
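TSHR-expressing cells, 200/well, pre-treated with compound, then stimulated with EC80 TSH (4nM final) for 2 hours at 37 deg C. cAMP measured by competitive HTRF: anti-cAMP cryptate antibody in lysis buffer plus cAMP-d2, read after 30 minutes at room temperature.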
Chronic BCR inh = blocks chronic active B-cell receptor signaling; ABC-DLBCL IkBa-CBG/CBR reporter, luminescence ratio, 4 h; 340,000 tested, 0.05% active; AID 493014; Potency, µM (titrated, usually from 46.1 µM), inactives show at the top dose ratio change, negative = lower green/red ratio, most hits filed as inhibitors; active means well fitted inhibition curve with a large enough effect in the signal ratio, with a control signal flat, not every such curve was filed as active; inconclusive means small, poorly fitted or top-dose-only effect, or effect the other way, or a change in a side signal; the % refers to the signal ratio;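 further: potency means the concentration at half of the fitted maximal effect; plate controls were basal doxycycline-induced cells for no effect and cells given 10 µM MG132 for full effect; MG132 reads +100%, hits lower the ratio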
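Compounds up to 46 uM were incubated four hours with TMD8 cells whose green CBG68 luciferase is fused to IkappaBalpha; red CBR luminescence normalised the signal, and concentration-effect curves were fitted to fusion, red and ratio data.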
ASM inhibitor = inhibitors of human secretory acid sphingomyelinase | P17405 | placental ASM, HMU-PC fluorogenic substrate, 60 min | Potency, µM (series often up to 57.5 µM), for the others: top-dose activity change, negative = inhibition, hits mostly inhibitors | 340,000 tested, 0.006% active | AID 504937; further: potency means the concentration at half of the fitted maximal effect
Target sequence (P17405 47-631 limits assumed): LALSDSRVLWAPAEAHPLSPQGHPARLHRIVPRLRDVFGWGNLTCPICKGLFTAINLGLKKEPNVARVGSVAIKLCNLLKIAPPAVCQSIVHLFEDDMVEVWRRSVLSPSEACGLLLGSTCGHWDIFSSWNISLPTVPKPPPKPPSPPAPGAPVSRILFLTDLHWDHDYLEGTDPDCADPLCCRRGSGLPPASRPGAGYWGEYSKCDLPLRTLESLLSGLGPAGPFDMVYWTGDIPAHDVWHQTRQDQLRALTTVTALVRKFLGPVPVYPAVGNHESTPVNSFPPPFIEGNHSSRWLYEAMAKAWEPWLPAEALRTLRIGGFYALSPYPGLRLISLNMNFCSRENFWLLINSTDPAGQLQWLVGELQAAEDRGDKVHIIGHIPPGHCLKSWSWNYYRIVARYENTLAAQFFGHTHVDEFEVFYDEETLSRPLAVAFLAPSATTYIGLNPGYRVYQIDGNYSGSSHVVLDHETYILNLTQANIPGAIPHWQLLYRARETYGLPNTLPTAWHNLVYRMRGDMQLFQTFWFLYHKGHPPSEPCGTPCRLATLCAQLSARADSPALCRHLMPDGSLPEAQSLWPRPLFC
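Fluorogenic HMU-PC substrate (9 uM final) is turned over by placental ASM in 60 min at 37 C after a 10 min compound preincubation. Reaction ended by alkaline stop (pH 10), with fluorescence read at 386/447 nm.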
Eya2 inh = blocks the phosphatase activity of human Eya2 | Potency, µM (series often up to 76.9 µM), for the others: at the highest dose activity, negative = inhibition, actives largely listed as inhibitors | 330,000 tested, 0.006% active | AID 488837 | O00167 | recombinant Eya2, OMFP fluorescence dephosphorylation (OMFP is methylfluorescein phosphate); further: potency means the concentration at half of the fitted maximal effect; on the % scale 0 is the no-effect control and ±100 the full control effect
Target sequence (O00167 whole entry, looked up): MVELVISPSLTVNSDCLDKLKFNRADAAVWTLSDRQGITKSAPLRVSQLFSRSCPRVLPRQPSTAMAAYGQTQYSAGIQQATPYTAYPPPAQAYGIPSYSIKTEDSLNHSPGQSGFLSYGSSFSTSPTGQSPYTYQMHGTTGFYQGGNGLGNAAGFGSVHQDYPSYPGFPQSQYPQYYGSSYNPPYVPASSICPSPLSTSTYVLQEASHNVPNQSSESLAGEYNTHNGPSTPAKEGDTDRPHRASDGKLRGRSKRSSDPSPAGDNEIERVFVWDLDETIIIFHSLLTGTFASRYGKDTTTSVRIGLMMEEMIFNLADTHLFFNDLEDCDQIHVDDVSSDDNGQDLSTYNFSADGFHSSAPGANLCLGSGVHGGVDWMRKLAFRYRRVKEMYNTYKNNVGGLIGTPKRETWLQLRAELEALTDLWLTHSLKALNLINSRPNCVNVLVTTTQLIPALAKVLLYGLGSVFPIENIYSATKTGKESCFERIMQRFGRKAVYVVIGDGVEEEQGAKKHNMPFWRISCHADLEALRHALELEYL
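Eya2 protein (added as 0.2 uM solution) was preincubated with compound for 10 min at ambient temperature in 50 mM HEPES pH 7.5, 50 mM NaCl, 5 uM MgCl2, 0.05% BSA, 1 mM DTT. OMFP (added at 50 uM) then reacted 10 min; fluorescence read at 485/525 nm.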
TSG101-PTAP inh = blocks PTAP/TSG101 interaction to inhibit HIV-1 budding. Q99816. Fluorescence polarization, FITC-PTAP peptide / Tsg101 binding. Potency, µM (highest dose often 115 µM), for inactives: at the highest dose activity change, negative = inhibition, usual class: inhibitors. 340,000 tested, under 10 active; active means well fitted inhibition curve with a large enough effect in the main read-out, with a control signal flat, not every such curve was filed as active; inconclusive means small, poorly fitted or top-dose-only effect, or effect the other way, or a change in a side signal; inactive means no such curve, though single readings can be large or run the other way; further: potency means the concentration at half of the fitted maximal effect; % of control where 0% means no effect
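Tsg101 binding domain (10 uM final) was mixed with compound and a FITC-labeled PTAP peptide (50 nM final) in HEPES pH 7.5 buffer with NaCl, Tween 20, EDTA and TCEP; fluorescence polarization was read after 20 min at r.t.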
A-T KAP1 phos = candidate therapy for ataxia-telangiectasia; […] A-T fibroblasts, KAP-1 phosphorylation AlphaLISA; neocarzinostatin DNA damage 30 min before lysis; Potency, µM (doses to about 57.5 µM), for the others: at the top dose activation, most hits filed as activators; 320,000 tested, 0.19% active; further: potency means the concentration at half of the fitted maximal effect; % of control where 0% means no effect; nearly all actives have a fitted effect of over 45% in size
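hTERT-immortalized A-T patient fibroblasts ([…]), 500 cells/well in OPTI-MEM, 1% FBS, got compounds for 60 min, then NCS for 30 min at 37C. Lysates were then assayed for phospho-KAP-1 by AlphaLISA (anti-pKAP1 donor, anti-KAP1 acceptor beads), 6 hr at 25C.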
Tb PFK block = blocks T. brucei phosphofructokinase; O15648; T. brucei PFK, ADP-Glo luminescence; Potency, µM (highest dose often 57.5 µM), for inactives: at the highest dose activity, negative = inhibition, hits mostly inhibitors; 330,000 tested, 0.17% active; AID 485367;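 further: potency means the concentration at half of the fitted maximal effect; 0% = uninhibited 1x PFK enzyme wells and -100% = no-enzyme wells; nearly all actives have a fitted effect of over 60% in size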
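In TEA buffer at pH 8.0 with 5 mM MgCl2, enzyme (1.25 nM) converted F6P (0.5 mM) and ATP (0.1 mM) for 45 min at room temperature. ADP product was read by luciferase luminescence.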
TCR act = T cell receptor activation; primary human leukocytes, anti-CD3, IL-2 HTRF, 48 h; Potency, µM (top dose mostly 9.22 µM), without a hit: top-dose activation of IL-2 secretion, hits mostly activators; 330,000 tested, under 10 active; AID 504894; further: % of control where 0% means no effect
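Primary human leukocytes receive a-CD3 beads and test compound and are incubated 48 hr. Secreted IL-2 is then assayed by HTRF, measuring 665nm acceptor emission after 320nm excitation of the europium donor.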
ELG1 DNA repair = inhibitors of ELG1-dependent DNA repair in HEK293T cells. HEK293T ELG1-luciferase reporter, luminescence, 16 h; DNA damage induced by 5-fluorouridine. Potency, µM (highest dose often 46.1 µM), inactives show at the highest dose activity change, negative = inhibition, hits mostly inhibitors. 330,000 tested, 2.3% active. AID 504467; further: potency means the concentration at half of the fitted maximal effect; on the % scale 0 is the no-effect control and ±100 the full control effect; nearly all actives have a fitted effect of over 55% in size
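Quantitative HTS, concentration-response format. 2,000 cells/well co-treated with 5-fluorouridine and compound, 16 hr in 5% CO2 at 37 °C; ONE-Glo luminescence read after 30 min.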
Mito fusion yeast = blocks mitochondrial division or promotes mitochondrial fusion | S. cerevisiae fusion-defective mutant growth rescue, CellTiterGlo 48 h | Potency, µM (doses to about 46.1 µM), inactives show at the highest dose growth rescue (activation), actives largely listed as activators | 320,000 tested, 0.23% active;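 further: potency means the concentration at half of the fitted maximal effect; % of control where 0% means no effect; nearly all actives have a fitted effect of over 45% in size; temperature-sensitive fusion mutants such as fzo1-1 at 37 °C on non-fermentable ethanol glycerol medium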
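Temperature-sensitive fusion-defective S. cerevisiae (e.g. fzo1-1, mgm1-5) were grown with compound in YPEG medium (3% ethanol, 3% glycerol) for 48 hours at 37C. Growth rescue was measured as viability by CellTiterGlo luminescence after 10 minutes at ambient.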
Active calls of the source: *; i = inactive; ? = inconclusive; · = no result given; [ ] = dose if it differs, or a comment. Unless noted, the call rests on the fitted dose curve; in most records, active means well fitted curve in the direction sought with a large enough effect; inconclusive means small, poorly fitted or top-dose-only effect, or another doubt; inactive means no such curve, though single readings can be large; an effect the other way counts as inactive or inconclusive.

SMILES | a7 integrin act | TSHR antag | Chronic BCR inh | ASM inhibitor | Eya2 inh | TSG101-PTAP inh | A-T KAP1 phos | Tb PFK block | TCR act | ELG1 DNA repair | Mito fusion yeast
CCOC(=O)C1=C(CN2CCN(C(=O)c3ccco3)CC2)NC(=O)NC1c1ccc(OC)cc1 (stereo not given) | -1% | 13 | -2% | 2% | 4% | -5% | -4% | 0% | 4% | 1% | 4%
COC(=O)[C@]1(Cc2ccccc2)N[C@H](CN(C)C(=O)Nc2ccccc2)[C@@H]2C(=O)N(Cc3ccccc3)C(=O)[C@@H]21 | 1% | 5 | -1% | 1% | 2% | -7% | 1% | 5% | 5% | -8% | ·
COc1ccccc1NCC(=O)N/N=C/c1c(O)ccc2ccccc12 | -39% | -1 | ? | 40%[activator] | -19% | 21% | -4% | 10% | -2% | ? | -2%
O=S(=O)(NNc1cccc(Cl)n1)c1ccc(Cl)cc1 | 11% | 7 | 0% | 0% | -3% | -6% | 3% | -1% | -7% | -11% | -2%
Cn1c(CCNC(=O)c2ccccc2)nc2cc(NC(=O)C3CCCCC3)ccc21 | -15% | 19 | ? | 0% | 21% | -8% | · | 1% | · | ? | 0%
O=C(CN1C(=O)c2ccccc2S1(=O)=O)c1ccc(OC(F)F)cc1 | 19% | 5 | -1% | 4% | 12% | -2% | -1% | -19% | -6% | 12µM* | 1%
Cc1sc2nc(SCC(=O)N3CCOCC3)[nH]c(=O)c2c1C | 29% | 21 | 2% | -1% | -5% | -2% | 0% | 1% | 1% | 17% | 2%
O=C(NC(=S)NCCc1ccc(Cl)cc1)c1ccco1 | -2% | -14 | ? | -2% | 2% | -6% | 4% | 0% | -3%[46.1 µM] | 7% | -5%
CCNC(=O)NC(=O)CSc1ccc2ccccc2c1 | 18% | -2 | -10% | 1% | -7% | 0% | 1% | -2% | -10% | ? | -12%
CCOC(=O)c1c(OCCO)nn(-c2ccc(Cl)cc2)c1N | -10% | -2 | -6% | -1% | 5% | -2% | 0% | -1% | 3% | -10% | -2%
COc1ccc(C(=O)Nc2ccc(C(=O)OCC(=O)c3cccc4ccccc34)cc2)cc1 | -10% | -11 | ? | 2% | -6% | -2% | 6% | -27% | -2%[46.1 µM] | -8% | 7%
Cc1ccc(S(=O)(=O)N2CCOCC2)cc1C(=O)OCC(=O)N1CCCCC1 | 1% | · | 1% | 1% | 10% | 0% | -1% | 17% | 1% | 7% | ·
CCOC(=O)CCc1c(C)nc2c(c(C)nn2-c2ccc(C)cc2)c1C | 0% | -5 | -2% | 0% | -6% | 0% | 4% | -2% | -1% | ? | 12%
C=C(C)c1cccc(C(C)(C)NC(=O)Nc2cc(C)ccn2)c1 | -44%[inhibitor] | -7 | ? | -5% | -5% | -2% | -2% | -1% | 3%[46.1 µM] | -14% | -3%
COc1ccc(/C=C(/NC(=O)c2ccco2)C(=O)Nc2ccc(C(=O)O)cc2)cc1 | 15% | -20 | -2% | 2% | 4% | -3% | -3% | 9% | 0% | -1% | -2%
O=C(Nc1ccccc1-c1nnn(CC(=O)N2CCOCC2)n1)c1ccccc1F | 27% | -12 | -1% | 3% | 1% | -4% | 2% | 5% | 1% | -9% | 4%
CCc1ccc(CNCCSc2nnnn2C)cc1 | 11%[7.66 µM] | -2 | ? | 6% | -12% | 2% | 0% | -3% | 3% | 13% | -4%
COc1cccc(CNC(=S)Nc2cc(C)cc(C)c2)c1 | 2% | 2 | 0% | 1% | -1% | -2% | 5% | -3% | 4% | -3% | 3%
Cc1nc(N=C(N)N)nc2ccccc12 | -9% | 0 | ? | 30% | 2% | -1% | 2% | -8% | -23% | 4% | 7%
CCN(CC(=O)N1CCN(c2ccccc2)CC1)S(=O)(=O)c1ccc(C)cc1 | -21% | 8 | -1% | 2% | 6% | -7% | 6% | -9% | -2%[46.1 µM] | -4% | 5%

Laid out differently: entries from further up
Second line of a record: a7 integrin act | TSHR antag | Chronic BCR inh | ASM inhibitor | Eya2 inh | TSG101-PTAP inh | A-T KAP1 phos | Tb PFK block | TCR act | ELG1 DNA repair | Mito fusion yeast
O=S(=O)(NNc1cccc(Cl)n1)c1ccc(Cl)cc1
→ 11% | 7 | 0% | 0% | -3% | -6% | 3% | -1% | -7% | -11% | -2%
Cn1c(CCNC(=O)c2ccccc2)nc2cc(NC(=O)C3CCCCC3)ccc21
→ -15% | 19 | ? | 0% | 21% | -8% | · | 1% | · | ? | 0%
O=C(CN1C(=O)c2ccccc2S1(=O)=O)c1ccc(OC(F)F)cc1
→ 19% | 5 | -1% | 4% | 12% | -2% | -1% | -19% | -6% | 12µM* | 1%
Cc1sc2nc(SCC(=O)N3CCOCC3)[nH]c(=O)c2c1C
→ 29% | 21 | 2% | -1% | -5% | -2% | 0% | 1% | 1% | 17% | 2%

Remaining list, next part
SMILES | a7 integrin act | TSHR antag | Chronic BCR inh | ASM inhibitor | Eya2 inh | TSG101-PTAP inh | A-T KAP1 phos | Tb PFK block | TCR act | ELG1 DNA repair | Mito fusion yeast
Cc1ccc(Oc2ccc(NC(=O)Cn3ccsc3=N)cc2)cc1 | -47%[inhibitor] | 7 | ? | -1% | 6% | -4% | 2% | 1% | -1% | -19% | 19%
O=C(CSc1nc2ccccc2s1)c1ccc(O)cc1O | -23% | -5 | ? | -9% | -10% | -1% | -7% | 17% | -2% | ? | 17%
COC(=O)c1cc(NS(=O)(=O)c2cccc(Cl)c2)ccc1N1CCOCC1 | 21% | -29 | -4% | 1% | -4% | -1% | 40% | 0% | 5% | -2% | 3%
CC(O)C(NS(=O)(=O)c1ccc(Cl)cc1)C(=O)OCc1nnc(-c2ccccc2)o1 (stereo not given) | 5% | 27 | -20% | -1% | 1% | -1% | 13% | -1% | 2% | 22% | 6%
CCOc1cnc(-c2ccccc2F)o1 | -12% | -10 | 0% | -5% | 5% | 1% | -4% | 2% | 15% | 22% | 13%
Cc1cccn2c(=O)c3cc(C(=O)NC4CCS(=O)(=O)C4)sc3nc12 (stereo not given) | 0% | 0 | 3% | i | 16% | -3% | 10% | 0% | 6% | -6% | 0%
O=C(CNc1ccc(C(F)(F)F)cc1)Nc1cccc(S(=O)(=O)N2CCCC2)c1 | 2% | -43 | ? | -13% | -15% | -9% | 5% | 2% | -4% | -19% | 3%
O=C(O)CN1CCN(Cc2ccccc2F)C1=O | -11% | 2 | -1% | 7% | -17% | -10% | -6% | -2% | 0% | -7% | 0%
Nc1nc(CN2CCN(Cc3ccccc3)CC2)nc(Nc2ccc3c(c2)OCCO3)n1 | 6% | -1 | 1% | 1% | -6% | -5% | 1% | 4% | · | ? | 1%
C/C(=N/NC(=O)c1cc(-c2ccc(Cl)s2)[nH]n1)c1ccco1 | 34% | -7 | -17% | -8% | 7% | 0% | 25% | 0% | -4% | 11% | 13%
NC(=O)c1ccccc1NC(=O)CCCCCn1nnc2ccccc2c1=O | 7% | 24 | -19% | -4% | 4% | -2% | 40% | 14% | -3% | -1% | -1%
Cc1ccc(CN(C)C(=O)c2cccc(S(=O)(=O)N3CCN(Cc4ccccc4)CC3)c2)o1 | -19% | -6 | 3% | 3% | -24% | 0% | 11% | -4% | 2% | -9% | 1%
COc1ccc(C(=O)NCCS(=O)(=O)NCC2CCCO2)cc1 (stereo not given) | 11% | 38 | 1% | 3% | 3% | -8% | 15% | -21% | 1% | -6% | 9%
O=C(Nc1ccccc1)Nc1nnc(COc2ccccc2F)s1 | ? | 8 | 0% | -1% | 5% | -1% | 0% | -3% | -4% | -5% | 14%
CC(C)OC(=O)NCN1C(=O)C2C3C=CC(C3)C2C1=O (stereo not given) | -5% | 9 | -5% | 5% | -6% | -2% | 3% | 1% | -16% | 0% | 1%

Screening data from PubChem BioAssay.
